GDH-TPI counter – GDH-TPI coupling enzyme inhibitors, primary screen, artefact control for M. tuberculosis FBA inhibitor project, biochemical, absorbance, full deck | GDH-TPI coupled enzyme counterscreen, NADH absorbance | inhibition, % at 4.8 µM | 1.2% of 360,000 active | AID 588335, 2011; in the data active = inhibition above about 30%;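 also: 0% = DMSO wells and 100% = wells lacking the enzyme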
PfHsp40 yeast – rescue of yeast from PfHsp40 toxicity, primary screen, S. cerevisiae, ATP luminescence; S. cerevisiae expressing PfHsp40, growth rescue; growth rescue, % at 12.5 µM; 0.68% of 340,000 active; AID 504582, 2011; in the data active = growth rescue above about 28%, passing the limit was not always enough; inconclusive = no clear call, values can overlap the other calls;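 also: yeast W303a lacking pdr1 and pdr3 grown in galactose medium; growth measured after three days at 30 °C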
TcdB GH inh – TcdB glycohydrolase inhibitors, primary screen, biochemical, single point, plate reader; Toxin B (Clostridioides difficile), P18177; inhibition, % at 9.99 µM; 0.24% of 350,000 active; TcdB glycohydrolase enzymatic assay; in the data active = inhibition above about 10%
UGM FP inh – M. tuberculosis UGM enzyme inhibitors, primary screen, biochemical, fluorescence polarization, single point. purified UGM, fluorescence polarization probe displacement. inhibition, % at 10 µM. 0.06% of 320,000 active; in the data active = inhibition above about 10%, passing the limit was not always enough; inconclusive = no clear call, values can overlap the other calls
Target sequence (P9WIQ1 whole entry, looked up): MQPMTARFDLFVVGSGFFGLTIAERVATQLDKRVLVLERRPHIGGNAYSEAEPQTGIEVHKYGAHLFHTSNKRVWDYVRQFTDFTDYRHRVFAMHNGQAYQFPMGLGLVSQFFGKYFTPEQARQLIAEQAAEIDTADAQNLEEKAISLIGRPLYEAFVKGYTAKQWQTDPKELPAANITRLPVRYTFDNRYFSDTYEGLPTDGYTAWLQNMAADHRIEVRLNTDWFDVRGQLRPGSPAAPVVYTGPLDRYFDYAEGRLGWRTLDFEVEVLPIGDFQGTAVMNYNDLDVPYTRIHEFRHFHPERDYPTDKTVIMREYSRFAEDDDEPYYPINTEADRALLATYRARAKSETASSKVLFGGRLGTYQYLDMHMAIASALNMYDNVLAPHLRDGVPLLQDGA
Yp Topo-I inh – Yersinia pestis topoisomerase I inhibitors, primary screen, biochemical, cleavage product accumulation, plate reader, single point. DNA topoisomerase I (Yersinia pestis CO92). Y. pestis Topo-I cleavage product accumulation. activity, % at 10 µM. 0.064% of 360,000 active. AID 504884, 2011; in the data active = activity above about 50%, passing the limit was not always enough; inconclusive = no clear call, values can overlap the other calls; also: inactives centre near 2
FadD28 binding – inhibitors of FadD28 bisubstrate probe binding, primary screen, biochemical, fluorescence polarization, single point; Mycobacterium tuberculosis FadD28 fatty-acid-AMP ligase; inhibition, % at 12.5 µM; 0.22% of 360,000 active; in the data active = inhibition above about 8.5%, passing the limit was not always enough; inconclusive = no clear call, values can overlap the other calls
BH1578 lux ind – inducers of Vibrio cholerae quorum light production without autoinducers, primary screen, BH1578 luxS cqsA deficient, single point; V. cholerae BH1578 lux reporter, luminescence, 6 h; 0.16% of 350,000 active; AID 588436, 2011; activation, % at 18.7 µM; in the data active = activation mostly above about 9.7%, no sharp cut-off; inconclusive = no clear call, values can overlap the other calls; inactive = mostly below about 3.7%; also: not every result past the cut was called active; inactives centre near 0; reference of the scale not given here
Mtb FBA inh – Mtb FBA enzyme inhibitors, primary screen, biochemical, fluorescence, strain H37Rv; Fructose-bisphosphate aldolase (Mycobacterium tuberculosis (strain ATCC 25618 / H37Rv)), …; purified M. tuberculosis FBA, fluorescence read-out; inhibition, % at 1 µM; 2.3% of 360,000 active; AID 588726, 2011; in the data active = inhibition above about 27%;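 also: 0% = vehicle and 100% = reference inhibitor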
Target sequence (P9WQA3 whole entry, looked up): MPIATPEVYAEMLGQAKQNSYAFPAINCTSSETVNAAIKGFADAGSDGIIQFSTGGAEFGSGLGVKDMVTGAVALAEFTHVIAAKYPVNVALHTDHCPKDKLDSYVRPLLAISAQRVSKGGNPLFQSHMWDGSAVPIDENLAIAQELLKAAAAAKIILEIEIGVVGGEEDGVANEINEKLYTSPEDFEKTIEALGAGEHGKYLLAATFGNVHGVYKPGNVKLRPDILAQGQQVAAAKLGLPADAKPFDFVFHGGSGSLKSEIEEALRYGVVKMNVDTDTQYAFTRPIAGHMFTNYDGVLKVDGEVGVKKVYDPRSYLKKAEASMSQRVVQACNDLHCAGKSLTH
BioA inh – M. tuberculosis BioA enzyme inhibitors, primary screen, biochemical, plate reader, single point, HTS | 7,8-diaminopelargonic acid synthase BioA (Mycobacterium tuberculosis) | purified M. tuberculosis BioA enzyme | inhibition, % at 9.99 µM | 0.096% of 360,000 active | AID 602481, 2012; in the data active = inhibition above about 40%; inconclusive = no clear call, values can overlap the other calls
* hit, by the source's call; i = inactive; ? = inconclusive; . = not tested or not shown.

SMILES | GDH-TPI counter | PfHsp40 yeast | TcdB GH inh | UGM FP inh | Yp Topo-I inh | FadD28 binding | BH1578 lux ind | Mtb FBA inh | BioA inh
CN(C(=O)c1ccc(F)c(S(=O)(=O)N2CCOCC2)c1)C1CCCCC1 | 6 | 0.1 | 1.0 | -1.5 | -2 | -3.6 | -2.1 | 0 | -0.9
Cc1cccc(C(=O)Nc2cc(NC(=O)c3cccs3)ccc2C)c1 | 3 | 0.4 | 2.6 | 1.3 | -3 | -0.7 | -4.1 | -2 | 0.4
O=C(Nc1ccc(Br)cc1)c1ccccc1Br | 3 | 2.0 | 3.0 | -2.8 | 6 | -4.4 | i | -1 | -0.5
COc1ccc(OCc2cc(C(=O)N(C)C(C)c3ccon3)no2)c(Cl)c1 (stereo unspecified) | 3 | 0.4 | 0.4 | 1.7 | 19 | . | -0.1 | -2 | -0.3
CCOC(=O)NC(=O)/C(C#N)=N\Nc1cccc(OC)c1 | 5 | 0.2 | 2.9 | -0.1 | 4 | -0.7 | i | 2 | .
COc1ccc(NC(C)=O)cc1S(=O)(=O)Nc1cccc(S(=O)(=O)NC2=NCCC2)c1 | 0 | 0.4 | 0.4 | -3.3 | 2 | -2.6 | -0.7 | -3 | 0.4
CCCCN1CC(N(C)CCN(C)C)CS1(=O)=O (stereo unspecified) | . | . | 0.9 | . | . | -2.8 | . | -3 | 1.5
Cc1ccccc1NC(=O)N1C2CCCC1CC(NC(=O)C(C)(C)C)C2 (stereo unspecified) | 3 | -0.7 | . | . | 3 | -1.4 | 5.7 | 3 | -1.0
Cc1ccc2nc(N(CCCN(C)C)C(=O)c3ccc(Br)s3)sc2c1 | 13 | 3.5 | 1.3 | -1.9 | -4 | -1.6 | i | 3 | .
CC(C)(CNC(=O)c1cccc(S(=O)(=O)Nc2ccc(Br)cc2)c1)N1CCOCC1 | -4 | 2.5 | -0.3 | 1.8 | -8 | -1.5 | i | 2 | .
Cc1[nH]c2ccccc2c1/C=N/NC(=O)CCC(=O)Nc1ccccc1 | 12 | -1.1 | 0.4 | -1.8 | -3 | -1.9 | -0.2 | 2 | -1.6
NC(=O)C(=O)NN=C1C2CC3CC(C2)CC1C3 | 4 | 0.5 | . | 1.4 | 7 | 0.5 | i | 1 | .
CC1=NOC2(C1)/C(=N/O)CCC/C2=N\O (stereo unspecified) | 9 | -1.0 | . | 0.3 | -4 | -0.5 | i | 3 | -1.3
CC1(C(=O)NS(=O)(=O)c2ccc(C#N)cc2)CCN1C(=O)C1(c2ccc(Cl)cc2)CCC1 (stereo unspecified) | -4 | . | -0.1 | . | 0 | -4.1 | -0.4 | -1 | -1.0
CC(C)(Oc1ccc(Br)cc1)C(=O)N1CCc2ccccc21 | 4 | -0.4 | . | 2.7 | 0 | -2.8 | i | 4 | -2.8
O=C(NCCCN1CCN(CCCNC(=O)c2cc([N+](=O)[O-])ccc2Cl)CC1)c1cc([N+](=O)[O-])ccc1Cl | -4 | -0.3 | . | 2.7 | -5 | -3.1 | 1.4 | 4 | 0.3
Cc1cccc(OCc2n[nH]c(=S)n2Cc2ccccc2)c1 | -1 | 2.2 | 3.4 | 2.6 | 9 | -1.3 | -0.1 | -3 | .
CCOC(=O)c1c(C)[nH]c(C(=O)Cn2nnc(-c3ccccc3Cl)n2)c1C | 7 | 2.2 | . | 0.5 | 38 | 0.3 | -0.3 | 6 | -0.7
COc1cc(NC(=O)c2ccc(C(C)(C)C)cc2)c(OC)cc1NC(=O)CN1CCCCC1 | 2 | 0.4 | 0.8 | 1.2 | 3 | -0.9 | -0.2 | 1 | 0.3
CN(C)c1ccc(/C=[N+](\[O-])C2SC(=S)N(C)C2(C)C)cc1 (stereo unspecified) | 34* | 0.9 | 0.0 | 0.5 | 2 | -0.3 | -0.2 | -3 | -1.2
CN(c1ncnc(N)c1[N+](=O)[O-])C1CCS(=O)(=O)C1 (stereo unspecified) | 5 | 0.8 | 1.5 | -0.3 | 8 | -0.4 | -0.3 | 3 | 0.5
COc1ccc(C(=O)OCC(=O)Nc2ccc(OC(F)F)cc2)c(OC)c1 | 16 | 2.9 | . | 3.2 | -4 | -1.5 | 3.8 | -3 | -1.3
COc1ccc(-c2cccc(C(=O)N3CCOCC3)c2)cc1 | 4 | -0.5 | 1.1 | -1.0 | -17 | -1.9 | i | 0 | -0.4
Cc1ccccc1C1CC(c2ccc(F)cc2)Nc2nc(N)nn21 (stereo unspecified) | 17 | -1.5 | 1.2 | -0.9 | -5 | -3.0 | 0.0 | 8 | 2.7
O=C(CCCN1C(=O)/C(=C/c2ccc(F)cc2)SC1=S)NC1CCS(=O)(=O)C1 (stereo unspecified) | 25 | -0.4 | 1.6 | -1.1 | 36 | -3.2 | 3.1 | -5 | -0.9

Rewritten with each value named: 4 of the compounds above
Compound: CC(C)(Oc1ccc(Br)cc1)C(=O)N1CCc2ccccc21
  GDH-TPI counter = 4 | PfHsp40 yeast = -0.4 | TcdB GH inh = . | UGM FP inh = 2.7 | Yp Topo-I inh = 0 | FadD28 binding = -2.8 | BH1578 lux ind = i | Mtb FBA inh = 4 | BioA inh = -2.8

Compound: CN(C)c1ccc(/C=[N+](\[O-])C2SC(=S)N(C)C2(C)C)cc1 (stereo unspecified)
  GDH-TPI counter = 34* | PfHsp40 yeast = 0.9 | TcdB GH inh = 0.0 | UGM FP inh = 0.5 | Yp Topo-I inh = 2 | FadD28 binding = -0.3 | BH1578 lux ind = -0.2 | Mtb FBA inh = -3 | BioA inh = -1.2

Compound: CCCCN1CC(N(C)CCN(C)C)CS1(=O)=O (stereo unspecified)
  GDH-TPI counter = . | PfHsp40 yeast = . | TcdB GH inh = 0.9 | UGM FP inh = . | Yp Topo-I inh = . | FadD28 binding = -2.8 | BH1578 lux ind = . | Mtb FBA inh = -3 | BioA inh = 1.5

Compound: O=C(NCCCN1CCN(CCCNC(=O)c2cc([N+](=O)[O-])ccc2Cl)CC1)c1cc([N+](=O)[O-])ccc1Cl
  GDH-TPI counter = -4 | PfHsp40 yeast = -0.3 | TcdB GH inh = . | UGM FP inh = 2.7 | Yp Topo-I inh = -5 | FadD28 binding = -3.1 | BH1578 lux ind = 1.4 | Mtb FBA inh = 4 | BioA inh = 0.3

Other results:
SMILES | GDH-TPI counter | PfHsp40 yeast | TcdB GH inh | UGM FP inh | Yp Topo-I inh | FadD28 binding | BH1578 lux ind | Mtb FBA inh | BioA inh
Cc1nn(Cc2ccccc2Cl)c2sc(C(=O)NCc3ccc4c(c3)OCO4)cc12 | 5 | 0.4 | . | 1.9 | 13 | -3.2 | -0.3 | 0 | -0.9
Oc1ccc(/C=N/N2CCN(C3c4ccccc4-c4ccccc43)CC2)c(O)c1 | 4 | . | -1.6 | 1.8 | 3 | 0.4 | -0.2 | 1 | .
CCOC(=O)c1c(-c2ccccc2)csc1NC(=O)C1CCCO1 (stereo unspecified) | 8 | -0.1 | . | -0.7 | -2 | -0.4 | -1.7 | 2 | .
O=C(Nc1ccc(F)cc1)c1ccccc1NC(=O)C1CCCCC1C(=O)O (stereo unspecified) | 15 | -0.3 | -0.5 | . | 6 | -1.0 | -1.3 | -1 | -0.6
COc1ccccc1C(=O)NCC(=O)N/N=C/c1cc(Br)ccc1OCc1ccccc1 | 15 | 0.0 | -0.9 | -1.4 | 38 | 0.2 | -1.4 | -2 | .
Cc1cccc(NC(=O)CNC(=O)COC(=O)CCS(=O)(=O)c2ccccc2)c1C | 5 | -0.4 | 0.7 | -0.9 | -5 | -2.1 | i | 1 | -0.7
COc1ccc(C)cc1NC(=O)CCNS(=O)(=O)c1cccc(C(F)(F)F)c1 | -12 | 0.2 | 1.5 | -1.7 | 8 | -4.0 | -0.4 | -5 | 1.9
CCn1c(-c2ccc3[nH]c(C)c(C)c3c2)n[nH]c1=S | 2 | 1.7 | 0.4 | 0.6 | -9 | -0.2 | -0.9 | 4 | -1.0
O=C(Nc1cccc(S(=O)(=O)Nc2ccccc2F)c1)c1ccc2ccccc2n1 | 2 | -1.3 | -0.4 | -1.8 | 20 | -5.9 | -0.9 | 1 | .
COc1ccc(NS(=O)(=O)c2cc(NC(=O)CC(C)(C)C)ccc2N2CCCC2)cc1 | 5 | 0.2 | -0.6 | . | -11 | 0.5 | i | 6 | -2.2
CCC(=O)c1ccc(N2CCN(C(=O)c3ccc(Br)cc3)CC2)c(F)c1 | 13 | ? | . | 2.2 | 6 | -0.4 | 1.6 | 2 | .
COC(=O)C1=CN(CCCN2CCCC2=O)C=C(C(=O)OC)C1c1cccs1 | 7 | 0.0 | . | 0.3 | 10 | -1.1 | i | 21 | 4.8
O=C(Nc1ccc2nsnc2c1)c1cccs1 | 2 | 1.3 | . | -1.2 | 11 | -2.0 | . | 4 | 4.1
Cc1ccc(S(=O)(=O)N2CCOCC2)cc1NC(=O)CN(C)C1CCS(=O)(=O)C1 (stereo unspecified) | 6 | -0.1 | 1.3 | 1.0 | 6 | -1.0 | -2.4 | -2 | .
COc1ccc(Nc2c([N+](=O)[O-])ccc3c2=NC2(CCCCC2)N=3)cc1 | -7 | -1.0 | 0.6 | -0.3 | -3 | 0.6 | i | -5 | 2.7
CCOC(=O)c1oc2c(O)c(O)ccc2c(=O)c1-c1nncn1-c1ccccc1 | 0 | 0.9 | . | -0.9 | 0 | -3.2 | -0.7 | -2 | -1.2
CC(NS(=O)(=O)c1ccc2c(c1)C(=O)c1cc(S(=O)(=O)NC(C)C(=O)O)ccc1-2)C(=O)O (stereo unspecified) | -7 | -0.5 | 1.9 | -2.4 | -9 | -2.5 | i | 0 | .
O=C(O)c1cc(Cl)nc2ccccc12 | -14 | 0.4 | 0.4 | 2.4 | 2 | -2.7 | i | -4 | -1.2
O=C(Nc1ccc(Cl)c(S(=O)(=O)N2CCOCC2)c1)c1cccs1 | 8 | -0.1 | -0.1 | -4.8 | -5 | -2.1 | -1.2 | 1 | 3.1
COc1ccc(NC(=O)CN2C(=O)C(C)Oc3ccccc32)cc1 (stereo unspecified) | -1 | -0.8 | 0.1 | -3.0 | -4 | -2.0 | 0.6 | 5 | -0.9
O=C(CSCC(=O)OCC(=O)N1CCN(C(=O)c2ccco2)CC1)Nc1ccc(Cl)cc1 | 10 | . | 0.4 | . | 1 | -1.6 | -0.5 | 2 | 1.4
COc1ccc(C(=O)COC(=O)c2nn(C)c(=O)c3ccccc23)c(OC)c1 | -1 | 0.1 | 0.6 | 3.6 | -14 | -3.6 | -0.5 | 2 | .
C=C(C)CN(CC)C(=O)CN1C(=O)NC2(CCCc3ccccc32)C1=O (stereo unspecified) | -3 | -1.2 | 1.4 | 1.4 | -2 | -1.2 | -3.4 | 63* | 0.6
Nc1ccc(CCCC(=O)NCc2cccnc2)cc1 | -7 | . | 0.7 | . | -8 | -0.9 | -0.3 | 1 | .
COc1ccc(NC(=O)CCCn2cc([N+](=O)[O-])cn2)cc1 | -1 | 0.2 | 0.8 | -4.8 | -2 | -1.1 | 1.0 | -1 | .
COC(=O)NNC(=O)c1ccc(Cl)cc1Cl | -3 | -0.5 | 0.2 | 3.1 | -3 | -1.5 | -0.1 | -3 | .
CC1(C)OC(=O)C(=CNc2cccc(C(=O)O)c2)C(=O)O1 | 22 | -1.1 | . | -0.3 | 7 | -2.1 | -2.9 | 10 | -3.8

Screening results (PubChem BioAssay)

Compounds as they come. About 4.6% of those tested had a hit in this group.
